High-throughput results from PubChem.
ERK EGF inh: qHTS Assay for Inhibitors of the ERK Signaling Pathway using a Homogeneous Screening Assay; Stimulation with EGF; 130,000 tested, 0.41% active; Potency, µM (series often up to 11.5 µM), for inactives: at the highest dose activity change, negative = inhibition, hits mostly inhibitors; AID 1454, 2008; HEK293-V1b, EGF-stimulated phospho-ERK AlphaScreen; active means well fitted inhibition curve with a large enough effect; inconclusive means small, poorly fitted or top-dose-only effect, or effect the other way;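 further: plate controls were stimulated vehicle wells for no effect and unstimulated vehicle basal for full effect; nearly all actives have a fitted effect of over 55% in size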
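Compounds are titrated over HEK293-V1b cells kept overnight in 1% FBS. After 30 min at 37C, EGF (25 nM final) triggers ERK phosphorylation for 5 min, measured by AlphaScreen in lysates.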
The depositor's hits bear a star; u = inconclusive; [ ] = remark or other dose. Potency means the concentration at half of the fitted maximal effect.

SMILES	ERK EGF inh
CS(=O)(=O)N(CC(=O)NCCc1ccccc1)c1cccc([N+](=O)[O-])c1	-0.9%
CCCCC1=CC2=CC(=O)C(C)(O)C(=O)C2=CO1 (centres undefined)	-7.1%
Nc1c(C(=O)O)ccc2c1C(=O)c1ccccc1C2=O	u
CC(C)(C)NC(=S)NC(C)(C)C	-4.8%[57.5 µM]
O=C1CCC(=O)N1c1ccc(NCCc2ccccc2F)c([N+](=O)[O-])c1	-4.4%
CCNC(=S)Nc1ccc(Cc2ccncc2)cc1	5.5%
COC(=O)[C@@H]1[C@@H](C#N)C2(c3ccccc3-c3ccccc32)N(c2ccc(Cl)cc2)N1C#N	9.4%
CC(C)(C)OC(=O)N1CCN(C(=O)Nc2ccc3c(c2)OCCO3)CC1	-1.0%
CC1=C(C(N)=O)S(=O)(=O)c2ccccc21	-6.3%[57.5 µM]
COC(=O)C1=C(C(=O)OC)[C@@H]2N(C)c3ccccc3[C@@]23C[C@@H](C(=O)OC)N(C(=O)c2cccs2)C3=N1	3.3%[57.5 µM]
COc1cccc(-c2csc(N3CCN(CC(=O)NNC(=O)c4ccco4)CC3)n2)c1	u
Cc1cc(NC(=O)CN2C(=O)[C@@H]3[C@H](C2=O)[C@@H]2C[C@H]3C(Br)C2Br)no1 (some centres undefined)	4.9%[57.5 µM]
CC1(C)CC(=O)C=C(Nc2ccccc2)C1	-8.4%[57.5 µM]
CCC(=O)N1N=C(c2ccc(C)o2)CC1c1ccc(N(C)C)cc1 (centres undefined)	u
COC(=O)C1=C(C)OC(N)=C(C#N)C1c1c(C)nn(C)c1C (centres undefined)	2.5%
Cc1ccc(NC(=O)CSc2nnc(NC(=O)c3ccco3)s2)cc1	-11.6%
CCOC(=O)C1(Cc2cccc(OC)c2)CCN(C/C=C/c2ccccc2)CC1	-6.3%
N#Cc1cccc(Oc2ccc(-c3cnc4ccccc4n3)cc2)c1C#N	4.1%
Cc1nnc(SCCn2c(N3CCCCC3)nc3c2c(=O)[nH]c(=O)n3C)s1	-1.1%
COCCCNC(=O)CSc1nc2sc(C(=O)OC)c(C)c2c(=O)n1N	9.6%

Entries listed so far containing a thiophene ring, fused or not (2):
SMILES	ERK EGF inh
COC(=O)C1=C(C(=O)OC)[C@@H]2N(C)c3ccccc3[C@@]23C[C@@H](C(=O)OC)N(C(=O)c2cccs2)C3=N1	3.3%[57.5 µM]
COCCCNC(=O)CSc1nc2sc(C(=O)OC)c(C)c2c(=O)n1N	9.6%

Arranged by number of heavy atoms (smallest number first): 3 of the compounds above
SMILES	ERK EGF inh
Nc1c(C(=O)O)ccc2c1C(=O)c1ccccc1C2=O	u
COC(=O)C1=C(C)OC(N)=C(C#N)C1c1c(C)nn(C)c1C (centres undefined)	2.5%
CS(=O)(=O)N(CC(=O)NCCc1ccccc1)c1cccc([N+](=O)[O-])c1	-0.9%

Back to the main list with the 3 entries that preceded the break.
SMILES	ERK EGF inh
N#Cc1cccc(Oc2ccc(-c3cnc4ccccc4n3)cc2)c1C#N	4.1%
Cc1nnc(SCCn2c(N3CCCCC3)nc3c2c(=O)[nH]c(=O)n3C)s1	-1.1%
COCCCNC(=O)CSc1nc2sc(C(=O)OC)c(C)c2c(=O)n1N	9.6%
CCC(CC)C(=O)c1c[nH]c(C(=O)O)c1	-8.8%
CCC1CN(C(=O)Nc2ccc(C)cc2)c2cc(C)ccc2O1 (centres undefined)	2.2%
COC(=O)C1CCCN1C(=O)COc1ccc(Br)cc1Cl (centres undefined)	6.8%
COCCOCCn1c(/C=C/c2ccccc2)nc2ccccc21	7.6%
CCOC(=O)/C=C/C(=O)OCC(=O)NC(c1ccccc1)c1ccccc1	2.1%
Cc1ccccc1CC1(CO)CCCN(C(=O)c2ccccc2Cl)C1 (centres undefined)	6.2%
CCCCn1c(SCC(=O)N2c3ccccc3CCc3ccccc32)nc2c1c(=O)n(C)c(=O)n2C	5.2%
O=C(NCc1ccc2c(c1)OCO2)c1nnc(Cc2ccc(Cl)cc2)o1	1.9%
Nc1nc2c(ncn2C2OC(COC(=O)c3ccccc3)C(OC(=O)c3ccccc3)C2OC(=O)c2ccccc2)c(=O)[nH]1 (centres undefined)	7.4%
COc1ccc(CN(Cc2ccc(C(=O)O)cc2)C(=S)Nc2ccccc2F)cc1OC	-4.1%
COC(=O)c1ccc(-c2noc(CN(C)Cc3ccncc3C)n2)cc1	4.7%
NCCC[C@@H](CC(=O)N[C@@H]1CCNC[C@H]1C(=O)N[C@H](CC(=O)N[C@@H](CCC(=O)O)CC(=O)O)Cc1ccccc1)NC(=O)C[C@H](CO)NC(=O)[C@@H]1CNCC[C@H]1N	-9.0%
O=C(COc1cccnc1[N+](=O)[O-])N1CCN(S(=O)(=O)c2ccc3ccccc3c2)CC1	-3.1%
COCCn1c(SCC(=O)c2cc(C)n(C)c2C)nc2ccccc2c1=O	0.3%
O=c1nc(SCc2c(F)cccc2Cl)nc(-c2ccc(Cl)cc2)[nH]1	7.5%[57.5 µM]
Cc1ccc(S(=O)(=O)NC(=O)c2ccccc2)cc1C(C)C	-17.7%
CCCc1nc2oc3ccccc3c(=O)c2c(=O)n1CCCOC	11.4%[57.5 µM]
O=C(Nc1cccs1)Nc1ccc(Br)cc1F	10.3%
COc1cc(OC)c2c(c1O)OC(c1ccccc1)CC2=O (centres undefined)	3.3%[57.5 µM]
O=C(CSc1nc2ccccc2s1)Nc1ccc2c(c1)OCO2	-2.1%
Nc1[nH][nH]c(=O)c1N=Nc1cccc(Cl)c1	-22.0%
CC(=O)Nc1ccc(S(=O)(=O)Nc2nnc(CC(C)(C)C)s2)cc1	u
COc1ccc(-n2c(C(C)n3nc(C)c([N+](=O)[O-])c3C)n[nH]c2=S)cc1 (centres undefined)	3.4%
O=C(Cc1cccs1)Nc1cccc(-c2ccc3nncn3n2)c1	5.4%
Cc1nc(N2CCCCC2)sc1C(=O)c1ccc(SCCO)c([N+](=O)[O-])c1	2.7%[57.5 µM]
CCOC(=O)c1c(C)[nH]c(C(=O)N/N=C/c2ccc(Br)cc2)c1C	u
CC(c1ccc(F)cc1)n1cc(C(=O)NCCN(C)C)nn1 (centres undefined)	-3.4%
CCN1CCN(c2oc(-c3ccc([N+](=O)[O-])cc3)nc2C#N)CC1	-11.2%[57.5 µM]
CN(C)NC(=O)c1csnc1-c1c(Cl)cccc1Cl	13.8%[57.5 µM]
COc1ccc(C(CCNC(C)c2ccccc2)c2ccc(F)cc2)cc1 (centres undefined)	-7.4%
C=CCn1c(SCC(=O)NC2CC2)nc2sc(CC)cc2c1=O	2.3%
CN(Cc1ccno1)C(=O)CC1C(=O)NCCN1CC(c1ccccc1)c1ccccc1 (centres undefined)	-1.2%[57.5 µM]
O=C(N/C(=C\c1ccc(Br)cc1)C(=O)N1CCCC1)c1ccccc1F	6.8%
O=C(CN1C2CCCC1CC(NC(=O)c1ccccc1)C2)Nc1nccs1 (centres undefined)	7.6%
COc1cc(SC)ccc1C(=O)OCC(=O)NC1CCCCC1	2.0%
Oc1ccc(/C(Cc2ccc3ccccc3n2)=N\Nc2ccccc2)c(O)c1	-9.2%[57.5 µM]
O=C(CSc1nc(O)c(Cc2ccccc2)c(=O)[nH]1)Nc1nc2c(s1)CCCC2	10.0%
CC(=O)NNC1=Nc2ccccc2N(C)C(C)C1 (centres undefined)	-8.6%
CC(=O)Nc1ccc(C(=O)N/N=C/c2ccccc2OCc2ccccc2)cc1	3.7%
COc1cccc(C(=O)NCC(=O)OCC(=O)Nc2ncc(Cl)cc2Cl)c1	1.7%
Cc1cc(C)c2oc(C(=O)N(Cc3cccs3)C3CCS(=O)(=O)C3)cc(=O)c2c1 (centres undefined)	6.7%[57.5 µM]
CCC(CC)c1nnc(NC(=O)c2ccc(S(=O)(=O)N3CCc4ccccc4C3)cc2)s1	2.5%
Cc1cc(C)c(S(=O)(=O)c2ccc(Cl)cc2)c(Cl)n1	-5.2%
O=C(Nc1ccccc1C(=O)N1CCOCC1)c1ccc(CSc2ccccc2)cc1	-1.1%
CCOc1ccc(/C=N/NC(=S)NC2CC3C=CC2C3)cc1 (centres undefined)	u
CCOC(=O)c1c(NC2OC(=O)c3c2ccc(OC)c3OC)sc(C(=O)OC(C)(C)C)c1C (centres undefined)	-0.8%
CC(C)NC(=O)/C=C/C(=O)O	-10.2%
O=C(NC1CCCC1)C(c1ccccc1)N(Cc1ccc2c(c1)OCO2)C(=O)Cc1cccs1 (centres undefined)	-4.5%
CCC(C(=O)NC(C)(C)C)N(Cc1ccco1)C(=O)Cn1nnc(-c2ccc(F)cc2)n1 (centres undefined)	3.4%
Cc1nn(CCCC(=O)Nc2cccnc2)c(C)c1[N+](=O)[O-]	-1.2%
CN(C)c1ccc(C(=S)N2CCN(C(=S)Nc3ccc(Cl)cc3)CC2)cc1	-13.1%
NC(=O)CC(NSc1ccccc1[N+](=O)[O-])C(=O)O (centres undefined)	-2.6%[57.5 µM]
CC(C)N=C1NN=C(c2cccs2)CS1	0.0%
CCCC(CCC)=NNC(=O)c1ccccc1F	13.3%
O=C(NC1CCN(C(=O)c2cccs2)CC1)c1ccccc1	-3.1%[57.5 µM]
CN1CCN(c2ccc(NC(=O)c3ccc(-c4ccc(Br)cc4)o3)cc2)CC1	u
COc1ccccc1N/C=C/c1onc(C)c1[N+](=O)[O-]	4.3%
CCOC(=O)N1CCN(C(=S)Nc2ccccc2C)CC1	3.0%
CC(C)n1cnc2c(N(C)c3ccccc3)nc(N(CCN(C)C)Cc3ccccc3)nc21	u
O=C(NCC1CCCO1)c1nnc(Cc2ccc(F)cc2)o1 (centres undefined)	-1.9%
Remaining list, next part
SMILES	ERK EGF inh
O=S(=O)(NCc1cn2ccccc2n1)c1ccccc1F	6.4%[57.5 µM]
CC1=CC(C)(C)NC(=S)N1c1cccc2cc(S(=O)(=O)O)ccc12	-0.1%[57.5 µM]
Cc1[nH]n(-c2ccccc2)c(=O)c1/C=C1/C=c2ccccc2=N1	u
CC1CCN(c2ccc(C(=O)O)cc2NS(=O)(=O)c2ccc(Br)cc2)CC1	-0.8%
CNC(=O)Nc1ccc2nc(C)oc2c1	-8.3%[57.5 µM]
N#Cc1ccc(C23CC4(C2)[C@H](CN(CC2CCCCC2)[C@@H]4c2ccccc2)C3c2ccc(C(F)(F)F)cc2)cc1 (some centres undefined)	-8.6%
COc1ccc(OCCC(=O)OCC(=O)Nc2cccc(S(=O)(=O)N3CCOCC3)c2)cc1	1.0%
Cc1cc(CNCc2c(C(=O)N(C)Cc3ccccc3)nc3ccccn23)nn1C	6.1%
CC(C)NC(=O)CSc1nc(-c2cccs2)cc(-c2ccccc2)c1C#N	3.7%
CN1CCN(c2cc(C(F)(F)F)nc3ccc(F)cc23)CC1	1.9%[57.5 µM]
O=C(Nc1ccc2c(c1)CCC2)c1ccc(Br)s1	22.4%
CC(C)C(C)NC(=O)COC(=O)c1cccc(C(=O)OCC(=O)NC(C)C(C)C)n1 (centres undefined)	0.1%
CCN(C(=O)c1cnc(NC(C)C)cc1C(F)(F)F)c1ccc(Cl)cc1	-3.0%[57.5 µM]
COc1ccc2c(CC(=O)OCC(=O)Nc3cccc(S(N)(=O)=O)c3)coc2c1	5.0%[57.5 µM]
COc1cc(C(CCN2CCCC(C)C2)c2c(OC)cc(OC)c3c2OC(=O)CC3c2ccc(N(C)C)cc2)cc(OC)c1OC (centres undefined)	u
N#C/C(=C/c1ccc(CNS(=O)(=O)c2ccccc2)o1)C(=O)NCc1ccccc1	5.9%
C=C(C)COc1ccc(-c2n[nH]c(C)c2-c2ccc(OC)c(OC)c2)c(O)c1	-8.6%[57.5 µM]
Cc1ccc(C2C(C#N)=C(N)N(N(C)C)C3=C2C(=O)CCC3)cc1 (centres undefined)	3.4%
COc1ccccc1C(c1c(N)n(C)c(=O)n(C)c1=O)C(C)[N+](=O)[O-] (centres undefined)	-3.4%[57.5 µM]
O=C(CCCN1C(=O)c2ccccc2C1=O)NCCCn1ccnc1	1.2%
O=C(CCC1CCCN(Cc2cccc3c2OCO3)C1)NCc1ccc(F)c(F)c1 (centres undefined)	2.5%
O=C(NCCc1nc2ccccc2[nH]1)/C(=C/c1ccco1)NC(=O)c1ccc(Br)o1	5.9%
O=C(Nc1nnc(C(F)(F)F)s1)c1cccnc1	-4.1%
O=C(CCc1nc2ccccc2s1)OCC(=O)c1ccccc1	5.5%
CC1=NN(c2ccccc2)C(=O)C1/C=C1/NC(=S)NC1=O (centres undefined)	-2.4%[57.5 µM]
CCN(CC)C1CCN(Cc2cn[nH]c2-c2ccc(OC)c(F)c2)C1 (centres undefined)	1.2%
CC1(C(=O)Nc2ccccc2)Cc2ccccc2C(=O)O1 (centres undefined)	0.3%
CC(C)(C)c1ncc(S(=O)(=O)c2ccc(C(F)(F)F)cn2)c(N)n1	-6.3%[57.5 µM]
Nc1c(S(=O)(=O)c2ccccc2)csc1C(=O)O	-9.0%
Cc1ccn2cc(-c3cc4ccccc4oc3=O)nc2c1	-11.3%
O=c1oc2c(-c3cccc(F)c3)cc(O)cc2s1	-3.0%
COc1ccc(C(=O)Cn2c(=N)n(C)c3ccccc32)cc1	3.3%[57.5 µM]
CCOC(=O)CCCCNCc1ccccc1	2.0%
Clc1ccc(SCCOCCN2CCc3ccccc3C2)cc1	-3.6%
CCOCCCn1cc(C(=O)c2cc(Br)ccc2O)cc(C#N)c1=O	2.4%
CSc1ccc(/C=N/N2CCN(Cc3ccc(Cl)cc3)CC2)cc1	u

Quoted at random: four entries already listed
SMILES	ERK EGF inh
N#Cc1ccc(C23CC4(C2)[C@H](CN(CC2CCCCC2)[C@@H]4c2ccccc2)C3c2ccc(C(F)(F)F)cc2)cc1 (some centres undefined)	-8.6%
O=C(Nc1ccc2c(c1)CCC2)c1ccc(Br)s1	22.4%
CC(C)(C)c1ncc(S(=O)(=O)c2ccc(C(F)(F)F)cn2)c(N)n1	-6.3%[57.5 µM]
CN1CCN(c2ccc(NC(=O)c3ccc(-c4ccc(Br)cc4)o3)cc2)CC1	u

The list is partial; the hit share may differ from the screen's.
